Assay outcomes from PubChem.
PfHsp40 rescue: compounds rescuing yeast from Plasmodium falciparum HSP40 toxicity; S. cerevisiae expressing PfHsp40, growth rescue, ATP luminescence; 0.68% of 340,000 active; growth rescue, % at 12.5 µM; AID 504582; in the data active = growth rescue above about 28%, passing the limit was not always enough;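 also: yeast W303a lacking pdr1 and pdr3 grown in galactose medium; growth measured after three days at 30 °C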
FadD28 FP inh: blocks FadD28 binding to the bisubstrate probe. fluorescence polarization. 0.22% of 360,000 active. inhibition, % at 12.5 µM. AID 588549; in the data active = inhibition above about 8.5%, passing the limit was not always enough
TcdB inh: TcdB glycohydrolase inhibition. inhibition, % at 9.99 µM. AID 652162. TcdB glycohydrolase enzymatic assay, plate reader. P18177. 0.24% of 350,000 active; in the data active = inhibition above about 10%
GDH-TPI inh: counter-screen for M. tuberculosis FBA inhibitors: GDH-TPI coupled enzymes | GDH-TPI coupled enzyme counterscreen, NADH absorbance | inhibition, % at 4.8 µM | 1.2% of 360,000 active; in the data active = inhibition above about 30%;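 also: 0% = DMSO wells and 100% = wells lacking the enzyme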
Mtb UGM inh: Mtb UDP-galactopyranose mutase inhibition. 0.06% of 320,000 active. inhibition, % at 10 µM. purified UGM, fluorescence polarization probe displacement; in the data active = inhibition above about 10%, passing the limit was not always enough
Target sequence (P9WIQ1 whole entry, looked up): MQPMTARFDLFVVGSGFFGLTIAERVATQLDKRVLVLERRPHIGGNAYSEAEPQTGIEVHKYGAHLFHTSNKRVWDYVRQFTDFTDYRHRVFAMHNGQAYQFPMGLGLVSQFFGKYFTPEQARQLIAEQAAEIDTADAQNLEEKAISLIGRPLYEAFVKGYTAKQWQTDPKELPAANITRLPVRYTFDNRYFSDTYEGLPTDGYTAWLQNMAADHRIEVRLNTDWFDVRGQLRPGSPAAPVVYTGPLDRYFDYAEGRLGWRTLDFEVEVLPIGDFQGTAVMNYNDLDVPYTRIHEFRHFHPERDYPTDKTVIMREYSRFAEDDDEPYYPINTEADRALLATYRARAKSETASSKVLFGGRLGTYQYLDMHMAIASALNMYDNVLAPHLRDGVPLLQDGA
BH1578 lux ind: quorum light induction in luxS cqsA deficient V. cholerae | V. cholerae BH1578 lux reporter, luminescence, 6 h | activation, % at 18.7 µM | 0.16% of 350,000 active | AID 588436; in the data active = activation mostly above about 9.7%, no sharp cut-off; also: not every result past the cut was called active; inactives centre near 0; reference of the scale not given here
FBA Mtb inh: inhibits M. tuberculosis FBA enzyme. P9WQA3. 2.3% of 360,000 active. purified M. tuberculosis FBA, fluorescence read-out. inhibition, % at 1 µM; in the data active = inhibition above about 27%;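 also: 0% = vehicle and 100% = reference inhibitor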
Target sequence (P9WQA3 whole entry, looked up): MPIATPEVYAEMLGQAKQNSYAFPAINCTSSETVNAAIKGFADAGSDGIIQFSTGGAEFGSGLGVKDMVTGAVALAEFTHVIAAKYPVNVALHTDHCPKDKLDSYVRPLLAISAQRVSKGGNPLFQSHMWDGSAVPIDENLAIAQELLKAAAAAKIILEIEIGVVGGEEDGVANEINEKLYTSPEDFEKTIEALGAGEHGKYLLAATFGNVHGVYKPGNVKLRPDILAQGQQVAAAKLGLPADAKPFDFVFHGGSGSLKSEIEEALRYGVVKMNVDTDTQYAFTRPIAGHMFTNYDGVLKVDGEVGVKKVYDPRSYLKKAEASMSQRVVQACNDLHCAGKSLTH
Mtb BioA inh: blocks M. tuberculosis BioA enzyme activity. purified M. tuberculosis BioA enzyme, plate reader. inhibition, % at 9.99 µM. 0.096% of 360,000 active. AID 602481; in the data active = inhibition above about 40%
Y pestis TopoI: Y. pestis Topo-I inhibition via cleavage products. Y. pestis Topo-I cleavage product accumulation, plate reader. activity, % at 10 µM. 0.064% of 360,000 active; in the data active = activity above about 50%, passing the limit was not always enough; also: inactives centre near 2
* = called active by the depositor; i = inactive; . = no result given.

Values run as follows: Mtb UGM inh	FadD28 FP inh	Mtb BioA inh	FBA Mtb inh	PfHsp40 rescue	TcdB inh	Y pestis TopoI	BH1578 lux ind	GDH-TPI inh
Cc1ccccc1N1CCN(Cc2ccc([N+](=O)[O-])o2)CC1
→ -2.6	-3.5	-0.5	-2	-0.8	-0.4	5	1.0	5
O=C(Cc1ccccc1)Nc1nonc1NC(=O)c1ccccc1
→ -2.0	-4.0	6.8	0	1.4	.	4	i	0
O=C(NCc1n[nH]c(=S)n1-c1ccc(F)cc1)c1ccc(S(=O)(=O)N2CCCC2)cc1
→ 0.7	-3.1	-0.2	-1	-1.4	.	-4	-0.9	2
CC(C)OCCCNC(=O)c1cc(S(=O)(=O)N2CCc3ccccc32)cn1C
→ 0.5	-0.9	0.1	0	0.8	2.0	23	i	7
COCCNC(=O)c1cc2c(-c3ccc(Cl)cc3)nn(C)c2s1
→ 1.0	-9.0	2.1	79*	-0.5	1.8	6	-0.2	5
CCOc1cc(N2CCOCC2)c(OCC)cc1NC(=O)COC(=O)COc1cc(C)cc(C)c1
→ -0.5	-1.2	-1.7	0	0.4	1.3	5	11	8
COc1c(O)ccc(/C=C(\C#N)c2nc3ccccc3[nH]2)c1[N+](=O)[O-]
→ -2.1	3.4	6.3	-9	1.1	-0.6	-7	-0.6	12
CC(C)c1ccc(N(CC(=O)NC(C)(C)C)C(=O)CCC(=O)Nc2nccs2)cc1
→ -0.3	-2.1	-2.8	-1	-0.7	-0.1	37	-0.8	1
CN1CCN(/N=C/c2cccc(Cl)c2Cl)CC1
→ 0.7	-1.5	.	0	-0.3	-0.2	-1	-0.3	3
Cc1cccc(-c2nc3ccccc3c(=O)n2NC(=O)Cc2ccc(Cl)cc2)c1
→ -1.2	-6.0	-1.2	0	1.2	0.9	2	i	4
CCOC(=O)c1c(C)[nH]c(C)c1S(=O)(=O)N(C)CC(=O)Nc1ccccc1C
→ -1.3	-0.8	1.4	1	0.8	1.9	6	i	4
Clc1ccccc1-c1ccc2ncnc(NCc3ccc4c(c3)OCO4)c2c1
→ -0.2	-7.2	0.2	-1	1.9	1.4	1	-0.4	0
Cc1noc(C)c1C(=O)Nc1ccccc1N1CCOCC1
→ -4.5	-2.3	-0.6	-2	-0.2	0.9	-4	-0.2	7
CCOC(=O)c1ccccc1OCc1cc(/C=N/n2cncn2)ccc1OC
→ 0.2	-6.3	.	-3	1.4	.	22	-0.2	5
CCOC(=O)C1=CC[C@@H](c2ccccc2)N(S(=O)(=O)c2ccc(C)cc2)[C@H]1c1ccccc1C
→ .	0.6	0.5	0	.	0.1	.	.	.
COC(=O)c1c(NC(=O)CSc2nccn2C)sc(C)c1C
→ -0.3	0.0	.	2	1.7	1.1	3	-0.7	13
C/C(N)=C(/C#N)C(=O)COC(=O)c1cc(-c2ccc(C)cc2)nc2ccccc12
→ 0.1	-1.6	.	0	-0.8	.	2	-0.4	8
COc1ccccc1C(C)NCC(=O)NCc1ccc(C)cc1 (centres undefined)
→ -0.8	-3.2	-0.3	2	-0.5	-0.2	-4	-10	-7
CCOC(=O)C1=CCN(S(=O)(=O)c2ccccc2Cl)C1c1ccc(Cl)c(Cl)c1 (centres undefined)
→ .	-0.3	-4.5	1	.	-5.2	.	.	.
CCOc1ccccc1NC(=O)COC(=O)COc1c(Cl)cc(Cl)c2ccc(C)nc12
→ 1.1	-4.3	-0.5	2	-1.0	0.2	10	i	5
O=C(NCCc1ccccc1)c1nccc2ccccc12
→ 2.0	-2.9	-1.6	-1	-0.4	0.0	-7	i	-5
CCN(CC)S(=O)(=O)c1cc(NC(=O)COC(=O)c2ccc(NC(=O)CC#N)cc2)ccc1C
→ 3.0	-11	-0.6	-1	0.4	2.1	4	-0.2	9
COc1ccc(S(=O)(=O)NCCCN2CCCC2=O)cc1OC
→ -1.5	-2.0	-0.5	3	-0.5	1.6	-1	-0.1	5
NC(=O)C1(N2CCCCC2)CCN(C(=S)Nc2cc(F)cc(F)c2)CC1
→ 0.2	-5.1	.	-1	0.5	0.9	-6	-0.5	2
O=C(CN1CCOCC1)n1c2c(c3ccccc31)CCCC2
→ 0.1	0.2	.	5	0.3	0.5	-10	i	5
Cc1ccc[n+](CC(=O)Nc2ccc([N+](=O)[O-])cc2Cl)c1
→ 0.7	-4.2	0.2	1	-1.7	.	1	i	7
NC(=O)CC(NC(=O)c1cccc(Br)c1)c1ccc(NC2CCC2)c([N+](=O)[O-])c1 (centres undefined)
→ 2.4	-2.3	3.4	-4	0.9	0.7	0	i	-4
O=C(Nc1ccccc1)OCCc1ccccn1
→ .	0.3	-0.7	-1	0.8	1.4	7	-0.8	4
CSCCC(NS(=O)(=O)c1ccc(C)cc1)C(=O)NNC(=O)c1csc(N2CCOCC2)n1 (centres undefined)
→ -0.6	-3.7	0.2	0	0.4	1.5	-5	-0.3	0
CCN1CCN(CCCNC(=O)C2c3ccccc3C(=O)N(c3ccc(OC)cc3)C2c2ccc(OC)cc2)CC1 (centres undefined)
→ -2.7	-1.0	.	1	-0.2	0.6	13	-0.5	1

Nothing new here: five of the compounds above.
Values run as follows: Mtb UGM inh	FadD28 FP inh	Mtb BioA inh	FBA Mtb inh	PfHsp40 rescue	TcdB inh	Y pestis TopoI	BH1578 lux ind	GDH-TPI inh
Cc1ccccc1N1CCN(Cc2ccc([N+](=O)[O-])o2)CC1
→ -2.6	-3.5	-0.5	-2	-0.8	-0.4	5	1.0	5
O=C(Cc1ccccc1)Nc1nonc1NC(=O)c1ccccc1
→ -2.0	-4.0	6.8	0	1.4	.	4	i	0
O=C(NCc1n[nH]c(=S)n1-c1ccc(F)cc1)c1ccc(S(=O)(=O)N2CCCC2)cc1
→ 0.7	-3.1	-0.2	-1	-1.4	.	-4	-0.9	2
CC(C)OCCCNC(=O)c1cc(S(=O)(=O)N2CCc3ccccc32)cn1C
→ 0.5	-0.9	0.1	0	0.8	2.0	23	i	7
COCCNC(=O)c1cc2c(-c3ccc(Cl)cc3)nn(C)c2s1
→ 1.0	-9.0	2.1	79*	-0.5	1.8	6	-0.2	5

Next part.
Values run as follows: Mtb UGM inh	FadD28 FP inh	Mtb BioA inh	FBA Mtb inh	PfHsp40 rescue	TcdB inh	Y pestis TopoI	BH1578 lux ind	GDH-TPI inh
CSC1=C(C#N)C(=O)NC(c2ccc(Cl)cc2)S1 (centres undefined)
→ 0.2	-2.2	0.3	4	0.2	0.2	3	1.3	23
Cn1cc(C(=O)NP(=O)(N2CCOCC2)N2CCOCC2)c2ccccc21
→ -0.6	-14	-0.8	3	0.7	-1.1	-2	2.4	-8
COc1ccccc1/C=C/C(=O)NC(=S)Nc1ccccn1
→ 2.0	-0.9	0.3	4	3.1	1.2	4	-1.3	11
C/C(=N\NC(=O)c1ccc(N/N=C(\C)c2ccc(O)cc2)cc1)c1ccc(O)cc1
→ 0.9	-1.5	.	2	0.9	1.0	-29	2.4	46*
CCCOc1ccc(C(=O)Nc2ccc(CN3CCOCC3)cc2)cc1
→ 0.4	-2.5	0.6	0	-0.1	2.0	2	-0.8	0
Cc1cc(NC(=O)c2ccccc2Cl)ccc1NC(=O)c1ccccc1Cl
→ -1.2	-0.1	-1.2	-1	-0.5	0.8	-2	i	15
COc1ccc(NC(=O)C2CC(=O)NC3=C2C(=O)CC(C)(C)C3)cc1 (centres undefined)
→ -0.9	-0.1	-2.0	-2	-0.2	0.8	2	-0.2	1
CN(CCC#N)C(=O)CSc1ncnc2sc(-c3ccccc3)cc12
→ 0.4	-3.4	.	5	1.5	.	0	-0.2	21
Cc1c(CC(=O)N[C@@H](C)C(=O)O)c(=O)oc2cc3occ(-c4ccccc4)c3cc12
→ -5.4	-5.1	.	1	2.1	0.0	18	-2.2	4
CCCCN(C(=O)COC(=O)COc1c(C)cc(C)cc1C)c1c(N)n(CCC)c(=O)[nH]c1=O
→ -3.0	-0.3	.	0	-0.5	0.4	0	10.0	4
c1cncc(-c2nnc(SCc3cccc4ccccc34)o2)c1
→ 2.7	-5.1	7.1	-2	0.6	0.5	34	-0.3	-10
CC1=C(C(=O)NCc2ccccc2)C(c2cccs2)NC(=S)N1 (centres undefined)
→ -0.4	-1.3	2.4	1	0.1	0.6	7	-1.0	1
C=CCn1c(=O)c(C=Nc2cccnc2Cl)c(O)n(CCCC)c1=O
→ -1.4	-2.3	.	0	0.1	1.8	-7	-0.3	5
COc1cccc(NC(=O)C2CCCN2C(=O)Nc2cccc(F)c2)c1 (centres undefined)
→ 1.2	-3.1	-0.9	-3	0.2	.	2	i	8
Cc1noc(C)c1-c1ccc(C(=O)NCc2cccnc2)c2occc12
→ .	-0.5	9.6	5	.	0.3	-5	0.6	5
Cc1ccc(NS(=O)(=O)c2cc(C(=O)O)ccc2Cl)cc1
→ -0.4	-5.6	-2.0	-8	-1.0	.	-3	i	2
CC1Cc2ccccc2N1CC(=O)Nc1ccc2c(c1)OCO2 (centres undefined)
→ 4.8	-1.7	-1.5	0	-1.1	.	-2	0.8	4
COc1cccc(COc2ccc(N(C)S(=O)(=O)c3ccccc3)cc2)c1
→ -3.2	0.8	1.7	7	-0.6	1.8	11	i	5
CCc1noc(C)c1C(=O)NCCc1ccc(F)cc1
→ 3.6	-0.8	-0.8	-3	0.8	2.4	-4	-0.3	13
c1ccc(-c2csc(-c3cccnc3)n2)cc1
→ -1.2	-0.7	.	4	3.3	-0.4	1	-3.2	2
O=C(Oc1cccc(NC(=O)c2ccco2)c1)c1cccc(S(=O)(=O)N2CCCC2)c1
→ -1.9	0.6	.	-1	0.4	.	6	-0.2	14
O=C(Cn1nc(C(=O)O)c2ccccc2c1=O)Nc1cc(Cl)cc(Cl)c1
→ 0.9	.	0.8	1	-1.4	0.9	-4	-0.1	0
CC1Nc2ncnc(N3CCN(c4ccccc4)CC3)c2N(Cc2ccc(Br)cc2)C1=O (centres undefined)
→ -2.4	-3.9	-1.2	-1	-0.7	1.8	1	i	-5
CC(=O)NCCNc1nc2cc(-c3cc(F)ccc3C)sc2c(=O)n1C
→ .	-5.6	0.5	3	.	0.8	28	0.8	8
CC(Sc1nc2ccccc2s1)C(=O)Nc1nnc(C(C)C)s1 (centres undefined)
→ 3.4	-2.9	0.9	-1	0.4	.	20	-0.1	-2
CC(=O)Nc1nc2nc(-c3ccccc3)cc(-c3ccccc3)n2n1
→ -2.8	0.1	-2.7	60*	-0.1	.	0	4.3	26
CC(=O)N1CCSc2ccc(S(=O)(=O)NCCc3cccc(C)c3)cc21
→ 2.4	-1.0	1.4	0	0.2	2.1	28	-0.3	10
Cc1ccc2cc(CN(Cc3ccccc3)Cc3nnnn3C3CCCC3)c(=O)[nH]c2c1
→ 0.1	-4.1	.	2	1.2	1.4	20	-3.3	13
Cc1c(C(=O)Oc2cc(N)n(S(C)(=O)=O)n2)cccc1[N+](=O)[O-]
→ -0.2	-2.5	.	0	0.3	1.2	4	1.1	7
Nc1ncnc2c1ncn2[C@@H]1O[C@H](C(=O)N2CCC[C@@H]2C(=O)OCc2ccccc2)[C@@H](O)[C@H]1O
→ .	-1.8	-0.9	2	.	-0.7	.	.	.
O=C(COC(=O)c1ccco1)Nc1ccc2c(c1)OCO2
→ -0.2	-3.1	0.0	-1	-0.2	0.0	0	.	-4
Cc1occc1C(=O)Nc1ccc([N+](=O)[O-])cc1Br
→ 0.1	0.6	1.3	-1	0.1	0.9	-3	-0.3	10
O=C(NCCNC(=O)c1ccco1)c1cccc(F)c1
→ -0.2	1.2	0.7	-3	-1.4	.	-3	-2.9	-6
COc1cc(/C=N/NS(=O)(=O)c2ccc3ccccc3c2)ccc1OCCN1CCOCC1
→ 2.3	-2.6	0.4	-2	-1.4	.	14	-0.1	26
CCc1nc2ccc(C(=O)NCc3ccccc3OC)cn2c1N(CC)CCN(C)C
→ .	-0.4	-3.9	3	.	-7.2	1	-0.8	1
Cc1cccn2c(NC(=O)c3ccccc3F)c(-c3ccccc3)nc12
→ -0.6	-3.1	-1.1	-2	-0.6	-0.6	4	i	-4
CCOC(=O)C1=C(CC)OC(N)=C(C#N)C1c1ccc(OC)c(C)c1OC (centres undefined)
→ 2.4	-1.7	.	5	-0.2	.	20	-0.3	-2
CNC(=S)N(CCc1cccc(C)c1)Cc1cc2cc(OC)c(OC)cc2[nH]c1=O
→ -0.3	-3.5	.	21	-0.5	0.5	-3	-0.3	21
CCOC(=O)c1cnc2c(c(C)nn2C)c1Oc1cc(Cl)cc(Cl)c1
→ -1.7	0.7	.	1	0.3	0.6	-2	i	-3
